Screening results: PubChem, several laboratories
PrPC TRFRET: cell surface PrPC inhibition, primary TR-FRET screen | TR-FRET read-out | inhibition, % at 13.8 µM | 370,000 tested, 0.43% active | AID 720596; in the data active = inhibition above about 24%; note: 0% = median of the test wells and 100% = reference compound wells
UGM FP inh: blocks M. tuberculosis UGM enzyme | purified UGM, fluorescence polarization probe displacement | inhibition, % at 10 µM | 320,000 tested, 0.06% active; in the data active = inhibition above about 10%, passing the limit was not always enough; inconclusive = no clear call, values can overlap the other calls
Target sequence (P9WIQ1 whole entry, looked up): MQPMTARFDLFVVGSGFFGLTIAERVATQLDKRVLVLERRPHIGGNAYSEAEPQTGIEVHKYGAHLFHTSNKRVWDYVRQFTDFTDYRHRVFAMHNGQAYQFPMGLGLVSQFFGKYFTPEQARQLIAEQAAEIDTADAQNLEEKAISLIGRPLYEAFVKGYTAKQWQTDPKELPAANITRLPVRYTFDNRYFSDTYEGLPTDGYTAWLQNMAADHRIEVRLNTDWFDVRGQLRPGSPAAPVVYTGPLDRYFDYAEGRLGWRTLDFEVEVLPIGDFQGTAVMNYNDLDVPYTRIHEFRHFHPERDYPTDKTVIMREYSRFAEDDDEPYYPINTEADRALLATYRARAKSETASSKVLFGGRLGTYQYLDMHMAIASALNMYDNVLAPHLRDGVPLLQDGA
CCHF vOTU inh: blocks the CCHF virus ovarian tumor domain protease; CCHFV vOTU protease, Pep-AMC fluorescence; inhibition, % at 11.5 µM; 370,000 tested, 0.55% active; note: 0% = vehicle wells with enzyme and 100% = no enzyme wells
Mtb BioA inh: blocks M. tuberculosis BioA enzyme activity. purified M. tuberculosis BioA enzyme, plate reader. inhibition, % at 9.99 µM. 360,000 tested, 0.096% active. AID 602481; in the data active = inhibition above about 40%; inconclusive = no clear call, values can overlap the other calls
FadD28 FP inh: blocks FadD28 binding to the bisubstrate probe | fluorescence polarization | inhibition, % at 12.5 µM | 360,000 tested, 0.22% active; in the data active = inhibition above about 8.5%, passing the limit was not always enough; inconclusive = no clear call, values can overlap the other calls
BoNT-A LC inh2: inhibitors of Botulinum neurotoxin A light chain protease. multiplex microsphere protease substrate cleavage, flow cytometry. inhibition, % at 10 µM. 360,000 tested, 0.17% active. AID 588499; in the data active = inhibition above about 30%; inconclusive = no clear call, values can overlap the other calls; note: plate controls were buffer without enzyme for full effect and enzyme alone for no effect
GDH-TPI counter: inhibits GDH-TPI coupling enzymes, artifact for Mtb FBA screen | 360,000 tested, 1.2% active | AID 588335 | GDH-TPI coupled enzyme counterscreen, NADH absorbance | inhibition, % at 4.8 µM;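 note: 0% = DMSO wells and 100% = wells lacking the enzyme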
BoNT F protease: BoNT F light chain protease inhibition; Multiplex microsphere protease cleavage assay, flow cytometry; inhibition, % at 10 µM; 360,000 tested, 0.22% active; AID 588497; in the data active = inhibition above about 35%, passing the limit was not always enough; inconclusive = no clear call, values can overlap the other calls; note: plate controls were buffer without enzyme for full effect and enzyme alone for no effect
FBA Mtb inh: inhibitors of M. tuberculosis fructose-bisphosphate aldolase; inhibition, % at 1 µM; 360,000 tested, 2.3% active; purified M. tuberculosis FBA, fluorescence read-out; AID 588726; in the data active = inhibition above about 27%;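 note: 0% = vehicle and 100% = reference inhibitor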
Target sequence (P9WQA3 whole entry, looked up): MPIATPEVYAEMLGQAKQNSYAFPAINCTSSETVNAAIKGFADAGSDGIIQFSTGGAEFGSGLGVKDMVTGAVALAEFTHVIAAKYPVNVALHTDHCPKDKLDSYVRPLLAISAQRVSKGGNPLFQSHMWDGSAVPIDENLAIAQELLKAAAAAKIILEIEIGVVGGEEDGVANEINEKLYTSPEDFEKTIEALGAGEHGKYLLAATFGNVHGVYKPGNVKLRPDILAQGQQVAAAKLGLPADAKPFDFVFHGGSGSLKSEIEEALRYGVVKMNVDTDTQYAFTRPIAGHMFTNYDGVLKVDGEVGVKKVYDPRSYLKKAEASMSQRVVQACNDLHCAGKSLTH
Starred values were filed as active, the others as inactive; ? = inconclusive; nt = not tested or not shown. Cut-off read from the data, not from the text of the source, unless noted: active = inhibition above about 30%; inactive = the rest.

SMILES	PrPC TRFRET	UGM FP inh	CCHF vOTU inh	Mtb BioA inh	FadD28 FP inh	BoNT-A LC inh2	GDH-TPI counter	BoNT F protease	FBA Mtb inh
COc1ccc2[nH]c(-c3cccc(F)c3)cc(=O)c2c1	-1.4	-2.4	-19.5	0.2	-1.9	-0.5	2.6	-2.5	41.4*
Cc1c2ccccc2cc[n+]1CCCS(=O)(=O)[O-]	-0.6	-1.3	-17.7	nt	-1.7	-0.6	11.2	-10.6	19.9
CCOC(=O)c1cnc(SCC(=O)NNC(=O)c2ccco2)nc1N	-4.5	0.8	8.2	nt	nt	-0.4	0.7	-9.9	-5.0
Cc1cc(C(=O)NNC(=O)c2cccc(S(=O)(=O)N3CCOCC3)c2)c2ccccc2n1	-4.5	1.4	-16.7	nt	-3.4	0.3	-3.8	2.9	-2.4
CC(C)C(=O)Nc1cccc(NC(=S)NC(=O)c2ccc(Cl)cc2)c1	6.0	-0.4	7.3	0.4	-2.2	-1.1	-8.1	1.6	-0.1
CN(C)c1nc(NNC(=O)c2ccccc2)nc(N(C)C)n1	-9.6	nt	5.7	0.6	-0.4	-0.4	14.2	-1.2	6.0
O=C(Nc1ccc2c(c1)CCC2)c1cc(S(=O)(=O)N2CCN(c3ccccc3)CC2)ccc1Cl	7.6	0.4	3.5	nt	-3.4	-1.2	2.8	-20.2	-0.7
Clc1ccc(NNc2ccnc3cc(Cl)ccc23)cc1	1.5	1.7	5.7	-0.3	-3.5	0.0	11.0	-11.5	3.7
O=C(/C=C/c1ccco1)N1CCN(c2ccccc2)CC1	-0.3	-2.1	-2.4	7.4	-1.8	0.0	4.4	-2.5	3.0
CCOC(=O)N1CCN(CC(O)c2ccc3c(c2)CCN3)CC1 (stereo not drawn)	-6.3	1.7	-7.6	-1.1	1.0	-1.0	8.8	-0.2	1.4
CCOC(=O)C1CC2=C(CCCC2=O)NC1=O (stereo not drawn)	-9.3	nt	13.7	-0.6	-0.5	-0.2	-3.6	3.9	2.2
CC(C)N(C(=O)COC(=O)[C@H](C)NC(=O)c1ccco1)c1ccccc1	0.4	-0.7	-10.5	nt	-2.4	0.4	0.0	2.1	2.7
OCCNCC12CC3CC(CC(C3)C1)C2	5.4	-0.2	3.6	nt	-3.4	-0.3	-3.1	0.4	-2.3
O=C(NNc1cccc(Cl)n1)Nc1ccccc1Cl	5.2	7.5	-7.5	-0.3	2.0	0.1	-11.9	-5.5	-0.6
Cc1csc(NC(=O)c2ccc3c(=O)n4c(nc3c2)CCCCC4)n1	-0.2	0.3	-7.9	nt	-2.0	-0.8	12.7	-2.4	-1.7
O=C(Nc1ccccc1N1CCCC1)c1ccc([N+](=O)[O-])o1	-9.3	3.6	11.8	-0.2	-0.3	-1.1	13.4	-1.8	-0.9
CCn1cc(/C=C(\NC(=O)c2cc(OC)c(OC)c(OC)c2)C(=O)NCCN2CCOCC2)c2ccccc21	-2.5	1.9	13.5	nt	-2.8	-2.5	30.1	-4.7	-3.6
O=c1c2c(O)cc(O)cc2oc2c(O)ccc(O[C@H]3O[C@@H](CO)[C@H](O)[C@@H](O)[C@@H]3O)c12	-5.7	2.6	8.8	-0.9	-1.9	-0.5	20.7	-4.5	-3.9
CC(=O)Nc1cccc(Oc2ccc(-c3noc(C)n3)cc2)c1	10.3	-0.2	13.3	1.9	-3.6	-1.0	-4.2	-19.5	-2.6
O=C(NCc1ccco1)C1CCN(S(=O)(=O)c2cccc3cccnc23)CC1	-0.1	0.0	-2.3	-0.8	0.2	-0.5	7.2	-15.4	4.5

Brought forward from above: seven entries, followed by the next part.
SMILES	PrPC TRFRET	UGM FP inh	CCHF vOTU inh	Mtb BioA inh	FadD28 FP inh	BoNT-A LC inh2	GDH-TPI counter	BoNT F protease	FBA Mtb inh
O=C(NNc1cccc(Cl)n1)Nc1ccccc1Cl	5.2	7.5	-7.5	-0.3	2.0	0.1	-11.9	-5.5	-0.6
Cc1csc(NC(=O)c2ccc3c(=O)n4c(nc3c2)CCCCC4)n1	-0.2	0.3	-7.9	nt	-2.0	-0.8	12.7	-2.4	-1.7
O=C(Nc1ccccc1N1CCCC1)c1ccc([N+](=O)[O-])o1	-9.3	3.6	11.8	-0.2	-0.3	-1.1	13.4	-1.8	-0.9
CCn1cc(/C=C(\NC(=O)c2cc(OC)c(OC)c(OC)c2)C(=O)NCCN2CCOCC2)c2ccccc21	-2.5	1.9	13.5	nt	-2.8	-2.5	30.1	-4.7	-3.6
O=c1c2c(O)cc(O)cc2oc2c(O)ccc(O[C@H]3O[C@@H](CO)[C@H](O)[C@@H](O)[C@@H]3O)c12	-5.7	2.6	8.8	-0.9	-1.9	-0.5	20.7	-4.5	-3.9
CC(=O)Nc1cccc(Oc2ccc(-c3noc(C)n3)cc2)c1	10.3	-0.2	13.3	1.9	-3.6	-1.0	-4.2	-19.5	-2.6
O=C(NCc1ccco1)C1CCN(S(=O)(=O)c2cccc3cccnc23)CC1	-0.1	0.0	-2.3	-0.8	0.2	-0.5	7.2	-15.4	4.5
Nc1c(NCCN2CCOCC2)c2ccccc2oc1=O	4.3	0.7	-6.1	-0.8	0.3	0.0	2.5	2.3	3.6
CCCCCn1c(=O)c2ccccc2n2c(=S)[nH]nc12	5.5	2.6	-15.0	-0.1	-0.6	0.6	-3.6	4.9	-0.3
Cc1cccn2c(=O)c3cc(C(=O)NCCCN4CCCC4=O)n(C)c3nc12	-16.3	-0.1	-124.4	0.4	-2.0	-1.4	25.0	-15.7	107.9*
CCC(CC)c1nnc(NC(=O)CS(=O)(=O)c2ccc(C)cc2)s1	1.0	-0.2	-3.9	-2.8	-1.0	-2.8	2.5	-11.8	-0.7
Cc1ccc(C(=O)Nc2cnc3sc(C)nn3c2=O)cc1	-3.2	1.3	6.1	1.8	-1.4	-0.4	15.2	-9.7	-0.2
S=C(NCc1ccc(Cl)cc1)Nc1ccccc1Cl	-1.4	-1.2	-15.1	nt	-4.5	-0.8	4.4	-3.6	1.1
COc1cccc(NC(=O)N2CCN(c3ccc(C(F)(F)F)cn3)CC2)c1	2.4	-5.2	-5.4	-0.6	-2.0	0.1	-5.2	-5.6	-1.5
Cc1cccc(Cl)c1NC(=O)N1CCN(c2ccnc3cc(Cl)ccc23)CC1	-6.5	0.5	-8.2	nt	-4.4	-0.4	14.0	-2.4	0.5
O=C(N/N=C/c1ccc(Cl)s1)C(O)c1ccccc1 (stereo not drawn)	-0.9	2.0	-5.4	0.4	-0.8	0.3	8.6	8.5	1.7
CCNC(=O)C1(C)CCN(C(=O)c2cccnc2SC)C1 (stereo not drawn)	0.3	nt	6.0	0.3	-1.8	0.0	9.8	-0.4	2.9

Record cards (already shown). Order of values: PrPC TRFRET	UGM FP inh	CCHF vOTU inh	Mtb BioA inh	FadD28 FP inh	BoNT-A LC inh2	GDH-TPI counter	BoNT F protease	FBA Mtb inh
Profile of CCOC(=O)N1CCN(CC(O)c2ccc3c(c2)CCN3)CC1 (stereo not drawn) → -6.3	1.7	-7.6	-1.1	1.0	-1.0	8.8	-0.2	1.4
Profile of O=C(NNc1cccc(Cl)n1)Nc1ccccc1Cl → 5.2	7.5	-7.5	-0.3	2.0	0.1	-11.9	-5.5	-0.6
Profile of CCCCCn1c(=O)c2ccccc2n2c(=S)[nH]nc12 → 5.5	2.6	-15.0	-0.1	-0.6	0.6	-3.6	4.9	-0.3

Going on with the list.
SMILES	PrPC TRFRET	UGM FP inh	CCHF vOTU inh	Mtb BioA inh	FadD28 FP inh	BoNT-A LC inh2	GDH-TPI counter	BoNT F protease	FBA Mtb inh
CC(C)(C)C1=CC(=Nc2ccccc2N)C=C(C(C)(C)C)C1=O	9.1	-0.6	-12.0	nt	-1.0	-0.4	11.5	-22.5	0.2
Cc1nc2ccccc2nc1OCC(=O)Nc1ccccc1	-5.4	2.8	-11.5	-1.3	-3.8	-0.5	-4.4	0.9	-2.7
Cc1ccc(C(C(=O)NC2CCCCC2)N(CCCN2CCOCC2)C(=O)c2snc(C(N)=O)c2N)cc1 (stereo not drawn)	0.0	0.0	-17.2	-2.2	0.3	-4.2	0.4	-10.0	5.3
CC(C)(Sc1cc(C(C)(C)C)c(O)c(C(C)(C)C)c1)Sc1cc(C(C)(C)C)c(O)c(C(C)(C)C)c1	7.3	0.5	12.5	0.1	0.4	-0.4	0.5	-2.9	6.2
CCCS(=O)(=O)NC(=O)C1(C)CCCN(C(=O)c2ccc3ccccc3c2)C1 (stereo not drawn)	0.9	nt	-3.1	-0.5	-0.9	0.1	4.9	2.7	0.7
CCOC(=O)C(C)n1nc(/C=C/c2ccc(OC)cc2)ccc1=O (stereo not drawn)	-7.6	-1.8	2.3	nt	-1.1	0.7	11.8	-3.2	0.1
Cc1c(C)n(CCc2ccccc2)c2ncnc(NCCCO)c12	0.6	0.2	-13.4	nt	0.9	-10.2	0.3	?	4.3
CCOC(=O)c1c(C)[nH]c(C)c1C(=O)COC(=O)/C=C/c1cccc([N+](=O)[O-])c1	-6.4	nt	2.0	1.8	-0.1	0.2	5.4	-0.4	0.7
CCOC(=O)c1cc(NC(=O)N2CCCc3ccccc32)c(C)nc1C	-3.7	-1.7	-2.3	2.2	-5.0	5.3	-0.3	-13.4	0.8
O=C(COC(=O)CN1C(=O)NC2(CCCCC2)C1=O)Nc1cc(F)ccc1F	-0.2	0.9	0.8	-0.4	-11.6	0.1	6.6	-0.5	-0.7
Cc1c(C(=O)OCC(=O)NC2CCCCC2)oc2ccccc12	-3.1	1.6	6.3	-2.0	nt	2.9	3.2	2.2	4.0
CCOC(=O)C1CCN(C(=O)Cc2cccs2)CC1	0.2	-4.5	-1.3	-2.6	-1.1	0.4	-2.5	0.2	-1.1
ClC1=CN(C2=NCCC2)CC1	nt	nt	nt	nt	-2.9	0.5	nt	-66.3	-0.5
CC(=O)c1ccc(N2CCN(C(=O)c3ccc(S(=O)(=O)NCc4ccco4)cc3)CC2)cc1	0.1	-2.8	10.2	-1.8	-0.5	-0.5	24.7	-1.6	0.3
CCOC(=O)C(=O)N1CCC(Cc2ccccc2)CC1	6.1	0.8	-5.2	nt	-2.9	-0.8	-4.2	-1.7	-4.7
O=C(CCCNS(=O)(=O)c1ccc(F)cc1)Nc1ccc(F)cc1	-3.2	1.6	10.2	1.2	-1.7	-3.8	-3.5	-8.2	-2.1
CCOc1cc(/C=C2/C(=O)N(c3ccccc3)N=C2C)ccc1OC(=O)c1cccs1	nt	2.3	nt	nt	6.2	0.4	8.4	-0.9	-2.4
COc1ccc(C(=O)Cn2c(NCCO)nc3ccccc32)cc1	5.1	0.4	-8.8	-0.3	-1.7	0.0	3.1	-2.0	3.0
CCCCNC(=O)/C=C/c1cccs1	-8.9	1.3	7.9	-0.1	-1.1	-0.2	13.3	4.5	-1.1
CC(=O)N1CCN(c2ccc(NC(=O)c3ccc(F)cc3)cc2)CC1	-6.2	-1.9	-2.8	-1.0	-0.6	1.6	-0.7	5.3	-1.8
CSc1nc2c(c(=O)[nH]1)C(c1ccc(Cl)cc1)CC(=O)N2 (stereo not drawn)	4.5	-1.7	1.0	nt	0.2	-1.6	1.0	-5.6	3.3
COc1ccc(OC)c(-c2csc(NC(=O)Cc3cccs3)n2)c1	1.4	-1.7	-13.9	-0.5	2.5	0.5	5.0	-9.8	1.5
COc1ccc(O)c(C(=O)c2cnc3c(c2)CN(C)C(=O)N3)c1	-3.2	-0.6	-3.3	nt	-3.5	3.7	-4.5	29.5	1.6
COc1ccc(-n2ncc(C(C)NS(=O)(=O)c3ccc(C)s3)c2C)cc1 (stereo not drawn)	1.3	-0.2	1.3	-2.5	0.1	0.5	3.0	-4.5	4.4
CN1[C@@H]2CC[C@H]1CC(OC1c3ccccc3CCc3ccccc31)C2 (stereo partly drawn)	-14.4	1.7	3.7	1.0	-2.0	-1.1	5.3	-0.1	1.1
Cc1ccc(NC(=O)C2CCN(S(=O)(=O)c3ccc4c(c3)NC(=O)CO4)CC2)cc1	-0.9	-3.3	-14.0	-0.8	0.1	1.7	-4.3	1.8	-3.2
